Apoferritin bind: qHTS Assay for Identification of Novel General Anesthetics; apoferritin/1-aminoanthracene competitive binding, fluorescence; Potency, µM (doses to about 77.5 µM), without a hit: top-dose activity change, negative = displacement, hits mostly inhibitors; Ferritin light chain (Equus caballus), P02791; 350,000 tested, 0.074% active; also: potency is read from the fitted curve at half-maximal effect; % is scaled to controls: 0 for no effect and ±100 for the full control effect; nearly all actives have a fitted effect of over 20% in size
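10 uM apoferritin + 50% sat. 1-AMA, PBS; cpd 10 min RT; Ex380/Em535 endpoint; normalized to free probe vs complex; 4-param Hill fit; propofol titration as pos. ctrl.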
LDHA inh: qHTS assay for inhibitors of human lactate dehydrogenase | purified LDHA, NADH/diaphorase-resazurin fluorescence; hits give low values | 480,000 tested, 0.15% active | AID 1347041, 2019 | L-lactate dehydrogenase A chain (Homo sapiens), P00338 | activity change, % (values are at about 110 or 230 µM); in the data active = activity change below about -30%; inconclusive = mostly about -25% to -30%;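 also: plate controls were DMSO wells for no effect and wells without enzyme for full effect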
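Human LDH5 (2 nM) was incubated with 0.06 mM NADH and 0.2 mM pyruvate for 5 min at room temperature in Tris pH 7.4. Remaining NADH was coupled through diaphorase/resazurin, and resorufin fluorescence was read at 0 and 20 min.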
APE1 inh: qHTS Assay for Inhibitors of the Human Apurinic/apyrimidinic Endonuclease 1 (APE1) | DNA repair nuclease/redox regulator APEX1 (Homo sapiens), P27695 | recombinant APE1, TAMRA/BHQ-2 abasic DNA cleavage fluorescence | Potency, µM (top dose mostly 65.8 µM), without a hit: top-dose activity change, negative = inhibition, hits mostly inhibitors | 350,000 tested, 0.35% active;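 also: potency is read from the fitted curve at half-maximal effect; plate controls were vehicle for no effect and reference inhibitor for full effect; nearly all actives have a fitted effect of over 55% in size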
Target sequence (P27695 whole entry, looked up): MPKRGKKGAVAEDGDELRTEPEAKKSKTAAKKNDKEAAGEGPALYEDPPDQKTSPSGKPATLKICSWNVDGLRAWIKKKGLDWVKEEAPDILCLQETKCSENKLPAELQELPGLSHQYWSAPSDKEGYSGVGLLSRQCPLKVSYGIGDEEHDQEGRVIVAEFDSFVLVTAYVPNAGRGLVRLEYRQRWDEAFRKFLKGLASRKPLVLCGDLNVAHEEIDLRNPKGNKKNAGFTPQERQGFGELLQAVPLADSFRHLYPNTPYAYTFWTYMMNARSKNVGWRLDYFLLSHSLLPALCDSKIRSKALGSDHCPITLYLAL
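APE1 at 0.75 nM preincubated 15 min at room temperature with compound. Reaction then started with 50 nM double-stranded THF-abasic substrate labelled with TAMRA/BHQ-2, and 525/598 nm fluorescence read kinetically. Activity taken as third-minus-first read difference, normalized to DMSO and NSC13755 controls.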
Glioma ERSR ind: qHTS for Inducers of the Endoplasmic Reticulum Stress Response (ERSR) in Human Glioma: qHTS; U87-MG GRP78 promoter luciferase reporter, 16 h; Potency, µM, without a hit: top-dose activation, hits mostly activators; 420,000 tested, 0.02% active; AID 602332, 2012; also: potency is read from the fitted curve at half-maximal effect; series mostly up to about 76 µM; % of control where 0% means no effect; nearly all actives have a fitted effect of over 35% in size
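ERSR induction read as luciferase luminescence (Bright-Glo, 10 min at room temperature) in stably transfected human U87-MG glioma cells exposed to compounds for 16 h, using GRP78 as sensor.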
POLK inh: qHTS for Inhibitors of Polymerase Kappa; DNA polymerase kappa (Homo sapiens), Q9UBT6; purified Pol kappa, fluorescent DNA synthesis assay, 10 min; Potency, µM (titrated, usually from 107 µM), for the others: top-dose activity, negative = inhibition, usual class: inhibitors; 400,000 tested, 0.53% active; AID 588579, 2011; also: potency is read from the fitted curve at half-maximal effect; % is scaled to controls: 0 for no effect and ±100 for the full control effect
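Enzyme at 10 nM met test compounds for 15 min at room temperature. Substrate addition (50 nM final) began the reaction, which was monitored by fluorescence at 0 and 10 min.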
POLB inh: qHTS Assay for Inhibitors of DNA Polymerase Beta | Pol beta primer extension/strand displacement, fluorescence kinetic | Potency, µM (series often up to 114 µM), for inactives: top-dose activity change, negative = inhibition, actives largely listed as inhibitors | 340,000 tested, 1.3% active | AID 485314, 2010; also: potency is read from the fitted curve at half-maximal effect; % is scaled to controls: 0 for no effect and ±100 for the full control effect
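Preincubation: enzyme (10 nM) with compound, 15 min, RT. Reaction: substrate added to 50 nM final. Reads: 0 and 10 min. Analysis: normalized, Hill fit.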
BLM inh: qHTS Assay for Inhibitors of Bloom's syndrome helicase (BLM). recombinant BLM DNA unwinding, fluorescence dequenching. 350,000 tested, 0.2% active. Potency, µM (highest dose often 56.1 µM), inactives show at the highest dose activity change, negative = inhibition, most hits filed as inhibitors. RecQ-like DNA helicase BLM (Homo sapiens), P54132;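 also: potency is read from the fitted curve at half-maximal effect; plate controls were vehicle for no effect and no enzyme for full effect; nearly all actives have a fitted effect of over 35% in size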
POLI inh: qHTS for Inhibitors of Polymerase Iota; DNA polymerase iota (Homo sapiens), Q9UNA4; Pol iota fluorescent replication assay, 10 min; Potency, µM (series often up to 115 µM), for the others: top-dose activity, negative = inhibition, actives largely listed as inhibitors; 390,000 tested, 1% active; AID 588590, 2011; also: potency is read from the fitted curve at half-maximal effect
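Pol iota at 10 nM preincubated 15 min with compounds at room temperature; reaction started with fluorescent substrate, 50 nM final. Fluorescence read kinetically at 0 and 10 min; buffer-only wells as negative control.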
Pol eta inh: qHTS for Inhibitors of Polymerase Eta; recombinant Pol eta, fluorescent DNA replication assay; Potency, µM (doses to about 114 µM), without a hit: top-dose activity change, negative = inhibition, hits mostly inhibitors; AID 588591, 2011; 390,000 tested, 1.2% active; DNA polymerase eta (Homo sapiens), Q9Y253; also: potency is read from the fitted curve at half-maximal effect; % is scaled to controls: 0 for no effect and ±100 for the full control effect
Target sequence (Q9Y253 whole entry, looked up): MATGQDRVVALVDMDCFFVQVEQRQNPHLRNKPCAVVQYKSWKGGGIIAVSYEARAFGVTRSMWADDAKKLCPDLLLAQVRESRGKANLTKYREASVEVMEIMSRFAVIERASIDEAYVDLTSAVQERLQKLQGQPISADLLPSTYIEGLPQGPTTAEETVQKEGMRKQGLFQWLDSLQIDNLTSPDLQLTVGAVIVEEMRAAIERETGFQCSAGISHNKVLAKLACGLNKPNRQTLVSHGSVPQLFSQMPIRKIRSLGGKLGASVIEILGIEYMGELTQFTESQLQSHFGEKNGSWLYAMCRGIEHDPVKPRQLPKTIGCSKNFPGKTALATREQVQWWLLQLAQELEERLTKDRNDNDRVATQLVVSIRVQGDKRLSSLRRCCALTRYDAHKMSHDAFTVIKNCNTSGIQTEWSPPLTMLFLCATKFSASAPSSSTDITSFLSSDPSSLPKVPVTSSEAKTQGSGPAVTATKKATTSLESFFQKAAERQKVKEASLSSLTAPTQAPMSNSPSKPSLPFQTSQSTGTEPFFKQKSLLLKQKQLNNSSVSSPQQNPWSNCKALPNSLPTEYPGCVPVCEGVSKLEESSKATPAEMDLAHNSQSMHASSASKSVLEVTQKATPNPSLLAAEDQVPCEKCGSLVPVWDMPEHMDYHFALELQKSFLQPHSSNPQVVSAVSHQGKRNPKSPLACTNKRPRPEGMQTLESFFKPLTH
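Pol eta at 10 nM preincubated with compounds 15 min at room temperature; reaction started with fluorescent substrate (50 nM final) and read kinetically at 0 and 10 min.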
Numbers without * were called inactive; & = joins results of further samples; [ ] = dose if it differs, or a comment. Unless noted, calls follow the shape of the dose curve; as a rule, active = well fitted curve in the direction sought with a large enough effect; inconclusive = small, poorly fitted or top-dose-only effect, or another doubt; inactive = no such curve, though single readings can be large; an effect the other way counts as inactive or inconclusive. The list is partial; rates above refer to the full screens.

Start of the data: the first 3 entries, to show the layout:
`Cc1ccccc1CN1CCC(CNC(=O)C2CCCN(c3ncnc4c3nc3n4CCCCC3)C2)CC1` (stereo not given) gave Apoferritin bind -10%, LDHA inh 2, APE1 inh 70%[activator], Glioma ERSR ind -2%, POLK inh 7%, POLB inh -6%, BLM inh -3%, POLI inh 36%[activator] and Pol eta inh -10%.
`CCN(CCCNC(=O)CN(C)S(=O)(=O)c1cccc2nsnc12)c1ccccc1` gave Apoferritin bind -15%, LDHA inh 4, APE1 inh -8%, Glioma ERSR ind -6%, POLK inh -5%, POLB inh 28%, BLM inh -4%, POLI inh 7% and Pol eta inh inconclusive.
For N#CCC(=O)Nc1ccc(C(=O)N2CCN(S(=O)(=O)c3ccc4ccccc4c3)CC2)cc1 the results were Apoferritin bind -2%, LDHA inh -6, APE1 inh -15%, Glioma ERSR ind -3%, POLK inh 0%, POLB inh 21%, BLM inh -6%, POLI inh -11% and Pol eta inh -17%.

Results (from the top)
`Cc1ccccc1CN1CCC(CNC(=O)C2CCCN(c3ncnc4c3nc3n4CCCCC3)C2)CC1` (stereo not given) gave Apoferritin bind -10%, LDHA inh 2, APE1 inh 70%[activator], Glioma ERSR ind -2%, POLK inh 7%, POLB inh -6%, BLM inh -3%, POLI inh 36%[activator] and Pol eta inh -10%.
`CCN(CCCNC(=O)CN(C)S(=O)(=O)c1cccc2nsnc12)c1ccccc1` gave Apoferritin bind -15%, LDHA inh 4, APE1 inh -8%, Glioma ERSR ind -6%, POLK inh -5%, POLB inh 28%, BLM inh -4%, POLI inh 7% and Pol eta inh inconclusive.
For N#CCC(=O)Nc1ccc(C(=O)N2CCN(S(=O)(=O)c3ccc4ccccc4c3)CC2)cc1 the results were Apoferritin bind -2%, LDHA inh -6, APE1 inh -15%, Glioma ERSR ind -3%, POLK inh 0%, POLB inh 21%, BLM inh -6%, POLI inh -11% and Pol eta inh -17%.
For CC1CCN(CCC(=O)NN)CC1 the results were Apoferritin bind -1%, LDHA inh -9, APE1 inh 17%, Glioma ERSR ind -6%, POLK inh -1%, POLB inh 47%[activator], BLM inh 1%, POLI inh 21% and Pol eta inh -13%.
For CCOC(=O)C1CCN(C(=O)c2c(C)oc3c2C(=O)c2ccccc2C3=O)CC1 the results were Apoferritin bind -16%, LDHA inh 14, APE1 inh 11%, Glioma ERSR ind 7%, POLK inh -3%, POLB inh -12%, BLM inh -3%, POLI inh -21% and Pol eta inh -3%.
`COc1cccc(NC(=O)C2CC(=O)OC23CCOC(C)(C)C3)c1` (stereo not given) gave Apoferritin bind 4%, LDHA inh -5, APE1 inh 11%, Glioma ERSR ind -3%, POLK inh -2%, POLB inh 0%, BLM inh -5%, POLI inh 7% and Pol eta inh 0%.
COc1ccc(CCCNC(=O)C2CCC(=O)N(CCc3cccc(F)c3)C2)cc1 (stereo not given) was read as Apoferritin bind -12%, LDHA inh -2, APE1 inh 39%, Glioma ERSR ind -1%, POLK inh 3%, POLB inh 5%, BLM inh -2%, POLI inh 9% and Pol eta inh -22%.
`Cc1ccc(NC(=O)CN2C(=O)S/C(=C/c3ccc(O)c([N+](=O)[O-])c3)C2=O)cc1C` gave Apoferritin bind -19%, LDHA inh -16, APE1 inh inconclusive, Glioma ERSR ind 2%, POLK inh 50µM*, POLB inh 89µM*, BLM inh 25µM*, POLI inh 20µM* and Pol eta inh 45µM*.
CNC(=O)N(O)C1N(NC(=O)Nc2ccccc2)C(=S)SC1(C)C (stereo not given) was read as LDHA inh -3, Glioma ERSR ind -1%, POLK inh -8%, POLI inh 60%[activator] and Pol eta inh -11%.
Screening Cc1cccc(N(C(=O)CNC(=O)c2cccs2)C(C(=O)NC2CCCC2)c2cccnc2)c1 (stereo not given) returned Apoferritin bind -7%, LDHA inh 2, APE1 inh -2%, Glioma ERSR ind -3%, POLK inh -8%, POLB inh 10%, BLM inh -1%, POLI inh 1% and Pol eta inh -4%.
COc1cccc(-c2nc(N3CCCCC3)c3ccccc3n2)c1O was read as LDHA inh 4, Glioma ERSR ind -1%, POLK inh -3%, POLI inh 36%[activator] and Pol eta inh -27%.
Screening CCOC(=O)C1CCCN(S(=O)(=O)c2cccs2)C1 (stereo not given) returned Apoferritin bind -4%, LDHA inh -1, APE1 inh 18%, Glioma ERSR ind -2%, POLK inh -7%, POLB inh 14%, BLM inh 0%, POLI inh -25% and Pol eta inh -7%.
Screening Cc1nnc(NC(=O)Oc2ccccc2)s1 returned Apoferritin bind -7%, LDHA inh -4, APE1 inh 2%, Glioma ERSR ind -3%, POLK inh 0%, POLB inh 11%, BLM inh 0%, POLI inh 2% and Pol eta inh -5%.
Screening O=C(NCCC(=O)N1CCN(c2ccccn2)CC1)c1ccc(Cl)cc1 returned LDHA inh -2, APE1 inh 12%, Glioma ERSR ind 0%, POLK inh -17%, POLI inh -14% and Pol eta inh -11%.
Cc1cc2oc(C(=O)Nc3ccc(S(=O)(=O)Nc4onc(C)c4C)cc3)cc(=O)c2cc1C was read as Apoferritin bind 4%, LDHA inh -1, Glioma ERSR ind -2%, POLK inh 0%, POLB inh -4%, BLM inh -6%, POLI inh inconclusive and Pol eta inh 79µM*.
Screening CN=C1S/C(=C\c2ccc(SC)cc2)C(=O)N1C returned Apoferritin bind 3%, LDHA inh -3&2, APE1 inh 36%, Glioma ERSR ind 8%, POLK inh 3%, POLB inh -27%, BLM inh 0%, POLI inh -10% and Pol eta inh -13%.
`O=C(NCc1ccco1)c1ccc(=O)oc1` gave Apoferritin bind -9%, LDHA inh -1, APE1 inh 3%, Glioma ERSR ind -10%, POLK inh -4%, POLB inh 5%, BLM inh -3%, POLI inh -19% and Pol eta inh inconclusive.
For Cc1ccc(NC(=O)CN2CCc3cc4c(cc3C2)OCCCO4)cc1 the results were Apoferritin bind -8%, LDHA inh 0, APE1 inh 17%, Glioma ERSR ind 2%, POLK inh -4%, POLB inh 14%, BLM inh -1%, POLI inh 29% and Pol eta inh -18%.
For S=c1[nH]nc(-c2ccncc2)n1/N=C/C(Cl)=C\c1ccccc1 the results were Apoferritin bind -18%, LDHA inh -5, APE1 inh -9%, Glioma ERSR ind -1%, POLK inh -10%, POLB inh 5%, BLM inh -1%, POLI inh inconclusive and Pol eta inh inconclusive.
Screening COc1ccc(OC)c2[nH]c(=O)c(CCNC(=O)c3cc4ccccc4o3)cc12 returned Apoferritin bind -12%, LDHA inh 8, APE1 inh 3%, Glioma ERSR ind -2%, POLK inh 13%, POLB inh 0%, BLM inh 1%, POLI inh 30%[activator] and Pol eta inh -18%.
For CCOc1ccc(-n2c(Cc3cc(=O)[nH]c(=O)[nH]3)nnc2SCc2cccnc2)cc1 the results were Apoferritin bind -7%, APE1 inh -2%, POLB inh 1% and BLM inh 3%.
`C/C(=N/NC(=O)c1ccccc1)C1=C(O)CC(C)(C)CC1=O` gave Apoferritin bind -15%, LDHA inh -4, APE1 inh 18%, Glioma ERSR ind 9%, POLK inh 1%, POLB inh -1%, BLM inh -10%, POLI inh -4% and Pol eta inh 8%.
`COc1ccc(CN2CCNC(=O)C2CC(=O)N2CCCN(C(C)=O)CC2)cc1OC` (stereo not given) gave Apoferritin bind 5%, LDHA inh -1, APE1 inh 9%, Glioma ERSR ind 0%, POLK inh -10%, POLB inh 56%, BLM inh -12%, POLI inh 0% and Pol eta inh -6%.
Screening CC1=C(C#N)C(NC(=O)c2ccccc2)(C(F)(F)F)C(=O)N1 (stereo not given) returned Apoferritin bind 2%, LDHA inh -7, Glioma ERSR ind 0%, POLK inh -18%, POLB inh 9%, BLM inh -3%, POLI inh 6% and Pol eta inh -12%.
Screening Cc1nn(C)c(C)c1N1C(=O)c2cccc3c(N)ccc(c23)C1=O returned Apoferritin bind 443%[activator], LDHA inh 3, APE1 inh -6%, Glioma ERSR ind -1%, POLK inh -21%, POLB inh -9%, BLM inh 0%, POLI inh -3% and Pol eta inh -17%.
Screening CCc1ccc(CN(Cc2ccco2)C(=O)c2ccccc2Cl)cc1 returned Apoferritin bind 59%[activator], LDHA inh 2, Glioma ERSR ind -1%, POLK inh -3%, POLB inh 11%, BLM inh -9%, POLI inh 27% and Pol eta inh -23%.
For CC(=O)Nc1sc(C)c(C)c1C(=O)OCC(=O)N(Cc1ccccc1)C(C)C the results were LDHA inh 1, APE1 inh 10%, Glioma ERSR ind -5%, POLK inh 11%, POLI inh 20% and Pol eta inh -20%.
For CCc1ccc(C(=O)c2cn(CC(=O)Nc3ccc(F)c(F)c3)c3cc(OC)c(OC)cc3c2=O)cc1 the results were Apoferritin bind inconclusive, LDHA inh -4, Glioma ERSR ind -2%, POLK inh -22%, POLB inh inconclusive, BLM inh -18%, POLI inh 14% and Pol eta inh -17%.

High-throughput results: PubChem, National Center for Advancing Translational Sciences (NCATS)
